HTT cytoprotect – Huntington cell model cytoprotection by ATP luminescence | AID 1471 | Potency, µM (highest dose often 56.4 µM), for the others: cytoprotection (ATP increase), actives largely listed as activators | hit rate 0.14% among 230,000 | PC12 HTT-Q103 induced, cytoprotection, ATP luminescence, 40 h;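 note: % of control where 0% means no effect; nearly all actives have a fitted effect of over 45% in size; toxic huntingtin expression switched on by the ecdysone agonist tebufenozide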
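PC12 cells stably carrying ecdysone-inducible Htt exon 1 (Q103)–GFP were induced with 100 nM tebufenozide (final) alongside library compounds in a dose series. Cytoprotection was scored as retained ATP by ATPlite luminescence.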
aGlu spleen mod – lysosomal alpha-glucosidase (human) modulation. P10253. AID 2112. human spleen homogenate, 4-MU-alpha-glucoside fluorescence. hit rate 0.006% among 240,000. Potency, µM (doses to about 79.9 µM), for the others: at the top dose activity change, negative = inhibition, most hits filed as inhibitors;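 note: 0% = enzyme with vehicle and -100% = no enzyme basal signal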
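Human spleen homogenate (1 ug) incubated with compounds and 1 mM 4-methylumbelliferyl-alpha-D-glucopyranoside in pH 5.0 citrate/phosphate buffer, 37 C, 40 min. Stopped at pH 10; 4-MU fluorescence (Ex 365/Em 440 nm); AC50 by Hill fit.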
RGS12 GoLoco inh – blocks human Gai1 binding to RGS12 GoLoco peptide, red readout; P63096; Gai1:RGS12 GoLoco peptide FP, rhodamine, 10 min; Potency, µM (series often up to 61.6 µM), for the others: at the highest dose activity, negative = inhibition, usual class: inhibitors; hit rate 0.44% among 230,000; AID 880; active = well fitted inhibition curve with a large enough effect, not every such curve was filed as active; inactive = no such curve, though single readings can be large or run the other way; note: % is set by controls: 0 for no effect and ±100 for the full control effect; nearly all actives have a fitted effect of over 30% in size; many of its hits are not listed in these tables
Target sequence (P63096 whole entry, looked up): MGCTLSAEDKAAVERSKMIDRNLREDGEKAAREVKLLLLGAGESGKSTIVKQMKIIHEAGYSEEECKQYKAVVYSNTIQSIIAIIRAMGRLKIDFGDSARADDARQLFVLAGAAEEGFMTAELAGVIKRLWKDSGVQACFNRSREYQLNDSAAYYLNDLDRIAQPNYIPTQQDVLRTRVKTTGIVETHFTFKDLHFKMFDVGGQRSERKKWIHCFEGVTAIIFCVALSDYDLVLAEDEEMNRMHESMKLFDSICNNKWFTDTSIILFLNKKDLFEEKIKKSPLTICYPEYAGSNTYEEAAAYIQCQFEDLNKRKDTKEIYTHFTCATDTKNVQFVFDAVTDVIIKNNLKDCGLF
IMPase Li inh – IMPase inhibition in cells with lithium potentiation; CHO-M1 cells, IP1 TR-FRET (IP-One), carbachol + lithium; hit rate 0.35% among 210,000; Potency, µM (series often up to 59.4 µM), for inactives: at the top dose activity, negative = IMPase inhibition, hits mostly inhibitors;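 note: IP1 builds up when IMPase is blocked and the TR-FRET signal falls; plate controls were basal vehicle for no effect and high inhibitor control for full effect; nearly all actives have a fitted effect of over 50% in size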
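Lithium-sensitised IP1 accumulation assay; M1-expressing CHO cells treated 30 min at 37C with compound. Competitive antibody detection by time-resolved FRET followed a 10 min room-temperature lysis step.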
GAA glycogen mod – GAA glycogen-cleavage inhibition or activation | recombinant GAA, glycogen substrate, Amplex Red glucose oxidase fluorescence | Potency, µM (series often up to 76.4 µM), inactives show at the highest dose activity change, negative = inhibition, most hits filed as inhibitors | hit rate 0.38% among 300,000;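 note: 0% = full enzyme reaction and -100% = no-enzyme basal signal; the screen sought inhibitors and activators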
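Recombinant human alpha-glucosidase (4 nM final) hydrolysed bovine liver glycogen (30 ug) for 40 min at 37 C in pH 5.0 citrate/phosphate with 0.01% Tween-20. Released glucose detected by glucose oxidase/Amplex Red, Ex 573/Em 610 nm. Compounds up to 77 uM; AC50 from Hill fits.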
GAA inh – blocks human lysosomal alpha-glucosidase; AID 1466; Potency, µM (series often up to 76.9 µM), inactives show top-dose activity change, negative = inhibition, actives largely listed as inhibitors; hit rate 0.005% among 200,000; purified human GAA, 4-MU-alpha-glucoside fluorescence;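 note: plate controls were uninhibited enzyme wells for no effect and no-enzyme background for full effect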
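Human enzyme at 4 nM with 400 uM 4-methylumbelliferyl-alpha-D-pyranoside, citrate/phosphate buffer pH 5.0, 0.005% Tween-20, 20 min at room temperature. Compounds up to 77 uM. 4-MU fluorescence (Ex 365/Em 440) read after NaOH/glycine stop; AC50 from Hill fit.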
HttQ103 aggreg – reduces HttQ103-GFP aggregates in PC12 cells; PC12 HttQ103-GFP aggregates, Acumen cytometry, 40 h; Potency, µM (doses to about 46.1 µM), for inactives: top-dose activity change, negative = inhibition, actives largely listed as inhibitors; hit rate 1.1% among 220,000; note: % is set by controls: 0 for no effect and ±100 for the full control effect; nearly all actives have a fitted effect of over 60% in size
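PC12 cells stably carrying ecdysone-inducible HTT exon 1 Q103–GFP were induced with tebufenozide (100 nM final) and treated with library compounds in titration. GFP aggregates in lysates were counted by laser scanning cytometry.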
The depositor's hits bear a star; ? = inconclusive; . = no result given; & = joins results of further samples; [ ] = dose if it differs, or a comment. Unless noted, calls come from the whole dose curve; as a rule, active = well fitted curve in the direction sought with a large enough effect; inconclusive = small, poorly fitted or top-dose-only effect, or another doubt; inactive = no such curve, though single readings can be large; an effect the other way counts as inactive or inconclusive. Potency is the fitted concentration of half-maximal effect. A portion of the library; rates above refer to the full screens.

SMILES	HTT cytoprotect	aGlu spleen mod	RGS12 GoLoco inh	IMPase Li inh	GAA glycogen mod	GAA inh	HttQ103 aggreg
Cc1ccc(Nc2c3c(nc4ccccc24)CCC3)cc1	8.6%[10 µM]	1.0%	-3.0%	.	1.6%	4.4%[15.4 µM]	5.4%[9.22 µM]
CN(C)S(=O)(=O)c1ccc(NC(=O)CSc2n[nH]c(=O)n2C2CC2)cc1	-35.8%[inhibitor]	-17.8%	7.8%	2.1%	3.9%	-4.9%	23.1%
Cc1cccc(NC(=O)c2cc(S(=O)(=O)NCc3ccco3)ccc2F)c1C	-17.7%[0.074 µM]	-11.0%	-4.9%	-4.3%[38.3 µM]	-4.6%	-2.5%	19.6%
CCOC(=O)N1CCN(C(=O)C2CC(c3ccc(F)cc3)=NO2)CC1 (configuration not stated)	-18.7%	-3.0%	-3.8%	-17.1%[38.3 µM]	7.3%	-2.6%	0.6%
CCOC(=O)c1ccccc1NC(=O)N1CCn2c(C)ccc2C1CC (configuration not stated)	16.6%[1.9 µM]	-1.3%	-3.4%	24.0%[38.3 µM]	29.1%	2.4%	-19.3%
COc1cccc(Cn2c(=O)c3[nH]cnc3n(-c3ccccc3C)c2=O)c1	-4.3%[10 µM]	-1.9%	-8.6%	.	-1.1%	.	-0.9%[9.22 µM]
COc1ccc(CN2CCN(CCCCOc3ccc(Cl)cc3)CC2)c(OC)c1OC	-24.9%	0.4%	-4.2%	10.8%	0.6%	-0.8%	-13.8%
COc1ccc(/C=N/NC(=O)c2ccc(=O)n(C)c2)cc1OC	11.1%	-1.1%	0.9%	-8.3%	4.0%	-0.1%	-3.2%
CCOC(=O)N1CCC(NC(=O)c2cc(C(=O)NCC(OC)OC)ccc2CO)CC1	-0.9%	-1.5%	8.0%	1.3%[38.3 µM]	0.9%	-0.9%	5.8%
CCOC(=O)c1c(C2COc3ccccc3O2)csc1NC(=O)c1ccccc1 (configuration not stated)	-12.4%	4.7%	4.1%	30.0%[activator][38.3 µM]	8.3%	0.1%	-3.0%
O=C1NC(=S)N/C1=C/c1cccn1-c1ccc([N+](=O)[O-])cc1	15.9%[10 µM]	-4.8%	24.9%	13.1%	1.0%	-6.9%	-14.4%
CC1(C)CC(NCc2ccncc2)CC(C)(C)N1	8.5%[10 µM]	1.1%	7.2%	5.2%	?	?	-5.7%[9.22 µM]
COc1ccc(N2CSC3=C(C#N)C(c4cccs4)CC(=O)N3C2)cc1 (configuration not stated)	-13.6%	-2.5%	3.7%	12.6µM*	?	-0.7%	31.0%
O=C(Cc1ccc(Cl)cc1)N/N=C1\CCCc2ccccc21	-13.6%	-0.4%	4.0%	8.8%[38.3 µM]	3.7%	-0.2%	?
C/C(=N\NC(=O)c1ccccc1)c1ccc(N2CCOCC2)cc1	-35.6%	-3.4%	2.2%	22.0%[38.3 µM]	-0.4%	1.4%	-1.3%
CCCCn1c(SCC(=O)c2ccc(OC)cc2OC)nc2cc(S(N)(=O)=O)ccc21	29.8%[0.074 µM]	-1.3%	12.1%	6.3%[38.3 µM]	-1.4%	-7.8%	-6.4%
COCCN1C(=O)N[C@@H](c2cccc(C(F)(F)F)c2)[C@H](C(=O)OC)[C@H]1C	-7.9%[10 µM]	6.7%[17.4 µM]	1.4%[14.2 µM]	7.7%	.	.	.
O=C1c2ccccc2C(=O)N1CCn1nc(Cl)nc1Cl	21.1%	-0.1%	1.9%	24.1%[38.3 µM]	9.3%	-13.0%	?
COc1cc(/C=N/NS(=O)(=O)c2ccc(C)cc2)ccc1OCc1cccc(C(=O)O)c1	-68.5%[inhibitor]	1.6%	1.6%	1.4%	-25.6%	-13.0%	8.8%
CC1=C(C(=O)OCCOC(C)C)C(c2cccnc2)C2=C(CCCC2=O)N1 (configuration not stated)	-13.6%	9.0%	-0.3%	-15.9%[38.3 µM]	-6.4%	?	9.0%
Cc1cc(C)nc(SCC(=O)Nc2ccc(N3CCOCC3)cc2)n1	-9.9%[0.074 µM]	1.6%	5.01µM*	28.1%[38.3 µM]	1.8%	-0.1%	-17.5%
CCOC(=O)c1[nH]c(C)c(C(=O)Nc2ccc(C)c(F)c2)c1C	-15.2%[10 µM]	-17.0%	10.9%	20.2%[38.3 µM]	0.3%	2.7%	-7.8%
CC(=O)Nc1cccc(N2CCCC2=O)c1	1.3%	3.1%	11.3%	2.7%[38.3 µM]	?	0.7%	-7.8%
COCCn1nc2cc(C(=O)NCC34CC5CC(CC(C5)C3)C4)ccc2c1OC	2.9%	-3.0%	3.5%	-8.7%[38.3 µM]	-7.5%	.	17.9%
Cc1ccc(C(=O)c2ccccc2C(=O)O)c(O)c1	-15.1%	-3.2%	2.6%	4.0%[38.3 µM]	9.9%	-6.8%[15.4 µM]	-9.0%
COc1cccc(-c2cc(C(=O)Nc3c(C)nn(Cc4ccccc4C)c3C)no2)c1	-23.9%	-10.7%	-4.2%	-5.5%[38.3 µM]	-10.4%	-6.5%	-24.5%
CN(CCS(=O)(=O)c1ccc(Cl)cc1)Cc1cccnc1	9.1%[10 µM]	4.5%	-4.6%	.	7.9%	.	-5.4%[9.22 µM]
Cc1ccc(NC(=O)COC(=O)c2ccc(F)cc2Cl)c(Br)c1	5.5%[10 µM]	-2.1%	12.0%	5.0%	3.8%	1.5%	10.1%
COc1ccc(OC)c(NC(=O)C(=O)/C=C(\O)c2cc(OC)ccc2OC)c1	-32.3%	-17.2%	.	.	-5.6%	-7.1%	-5.2%
COc1cc(NS(=O)(=O)c2ccc(NC(=S)NC(=O)c3ccco3)cc2)nc(OC)n1	-2.2%[10 µM]	0.2%	0.8%	.	1.6%	.	-3.5%[9.22 µM]
Cc1cccc(OCC(=O)N(Cc2ccc(N(C)C)cc2)C2CCS(=O)(=O)C2)c1 (configuration not stated)	-1.7%[10 µM]	5.4%	-0.9%	.	-26.6%	.	-10.9%[9.22 µM]
C=CCc1ccccc1OCC(O)CNC(C)C (configuration not stated)	-32.8%[inhibitor]	-8.7%&-10.5%&19.0%&-7.5%&-3.7%	6.3%&10.0%&4.8%&-3.7%	2.8%&11.9%&-0.6%&-0.2%	2.8%	7.1%[15.4 µM]	3.1%&8.3%
Cc1cccc(C(=O)Nc2ccc(C)c(OC(=O)c3cccc(C)c3)c2)c1	-38.9%[inhibitor]	3.4%	1.6%	15.0%[38.3 µM]	-4.7%	-9.1%	6.2%
Cc1ccc(O)c(-n2nc3ccccc3n2)c1	-20.9%	8.8%	21.7%	4.5%	-12.2%	0.6%	40.4%
Cn1c(N)c(C(=O)COC(=O)C2(c3ccc(Cl)cc3)CCCC2)c(=O)n(C)c1=O	19.3%	3.8%	-3.9%	55.6%[activator][38.3 µM]	-6.5%	-16.8%	-4.6%
CCCCN(C)C(=O)c1ccc(CS(=O)(=O)c2ccccc2C)o1	20.1%[10 µM]	-2.4%	4.3%	22.8%	-11.6%	6.4%	-8.2%
O=C(Cn1c(CC(=O)N2CCOCC2)nc2ccccc21)Nc1ccc2c(c1)OC(F)(F)O2	-23.1%[10 µM]	1.8%	22.2%	2.8%[38.3 µM]	-12.8%	-0.9%	-8.4%
NC(N)=NC[C@H](N)C(=O)O	-5.3%[10 µM]	.	-4.4%[14.2 µM]	0.0%	.	.	.
COc1ccccc1NC(=S)N1CCN(c2ccccn2)CC1	.	5.7%	9.7%	-7.3%	5.0%	-0.7%	6.0%
COc1ccc(C(=O)OCCN2C(=O)c3ccccc3C2=O)cc1	5.6%	-2.1%	6.4%	-32.7%[38.3 µM]	2.6%	?	2.4%
O=S(=O)(Nc1nc2c(s1)CCCC2)c1ccc(F)cc1	22.1%	-6.1%	-1.7%	13.2%[38.3 µM]	1.2%	?	?
O=C(/C=C/c1ccc([N+](=O)[O-])cc1)OCc1cnc(-c2ccccc2)o1	-14.6%	3.9%	-8.3%	-4.2%	-2.4%	-12.2%	2.2%
CCOC(=O)c1nnn(CC(=O)Nc2cc(Cl)ccc2C)c1C(=O)OCC	-5.0%	1.3%	4.2%	33.9%[activator][38.3 µM]	5.6%	-2.0%	-5.2%
O=C(CCCn1c(=S)[nH]c2ccc(Br)cc2c1=O)NCC1CCCO1 (configuration not stated)	-20.4%	-3.9%	-11.3%	11.5%[38.3 µM]	-0.8%	-3.7%	7.5%
CCn1cc(-c2cc(C(=O)O)c3ccccc3n2)cn1	-218.3%[inhibitor]	3.0%	8.9%	-2.8%	-1.6%	0.3%	-10.3%
Cc1cc(C)cc(NC(=S)NN)c1	4.6%	-0.7%	8.4%	0.2%	?	8.8%	-6.1%
CC(=O)Nc1ccc(N2CCCCC2)cc1	-16.0%	-8.0%	-16.1%	-13.3%[38.3 µM]	-7.6%	-1.9%	11.6%
COCCOC(=O)C1=C(C)Nc2ncnn2C1c1ccc(F)cc1 (configuration not stated)	-9.6%	1.0%	6.6%	14.3%[38.3 µM]	-4.9%	-0.4%	-1.3%
C=CCSc1nnnn1-c1ccc(OC)cc1	2.8%	5.0%	4.5%	27.5%[38.3 µM]	0.6%	-1.0%	-11.4%
Cn1cccc1C(C#N)c1ccccc1C#N (configuration not stated)	-21.0%[10 µM]	-4.2%	1.9%	-1.1%	-2.4%	3.8%	-12.2%
CCCSC(=S)c1c(C)[nH]n(-c2ccccc2)c1=O	19.9%[10 µM]	-4.5%	1.8%	.	11.6%	?	-17.6%[9.22 µM]
COc1cc(OC)cc(C(=O)Nc2ccc([N+](=O)[O-])cn2)c1	6.8%[0.074 µM]	-3.1%	14.9%	2.1%	-0.9%	4.2%	-1.7%
COc1ccc(/C(O)=C2/C(=O)C(=O)N(c3ccccn3)C2c2ccc(OC)c(OC)c2)cc1 (configuration not stated)	5.9%[10 µM]	-3.4%	0.2%	.	9.5%	.	-6.7%[9.22 µM]

Among those listed so far, these contain a thiophene ring, fused or not.
SMILES	HTT cytoprotect	aGlu spleen mod	RGS12 GoLoco inh	IMPase Li inh	GAA glycogen mod	GAA inh	HttQ103 aggreg
CCOC(=O)c1c(C2COc3ccccc3O2)csc1NC(=O)c1ccccc1 (configuration not stated)	-12.4%	4.7%	4.1%	30.0%[activator][38.3 µM]	8.3%	0.1%	-3.0%
COc1ccc(N2CSC3=C(C#N)C(c4cccs4)CC(=O)N3C2)cc1 (configuration not stated)	-13.6%	-2.5%	3.7%	12.6µM*	?	-0.7%	31.0%

Screening results deposited in PubChem by National Center for Advancing Translational Sciences (NCATS).
